High-throughput results (PubChem)
CIT2 TOR yeast – yeast TOR pathway CIT2-GFP modulation | S. cerevisiae CIT2-GFP strain, flow cytometry, 3 h; 100 means same as DMSO wells | GFP response vs DMSO, % at 10 µM | hit rate 0.065% among 320,000 | AID 2029;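 active = GFP response relative to DMSO above a set limit, near the screen mean plus 3 SD, cut at about 150% in these data; inconclusive = Fewer than 70 cells measured for a yeast strain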;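 also: ratio of well median GFP fluorescence to mean of DMSO wells on the plate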
GLD-1 TGE inh – GLD-1-TGE RNA interaction inhibition (C. elegans) | hit rate 0.44% among 320,000 | inhibition, % at 5.96 µM | Q17339 | purified GLD-1 + fluorescein TGE RNA, fluorescence polarization | AID 2280;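 active = percent inhibition above a per-plate cutoff, the plate mean of test compounds plus 3 SD, cut at about 30% in these data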;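 also: 0% = DMSO wells with GLD-1 and probe and 100% = wells lacking GLD-1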
Target sequence (Q17339 whole entry, looked up): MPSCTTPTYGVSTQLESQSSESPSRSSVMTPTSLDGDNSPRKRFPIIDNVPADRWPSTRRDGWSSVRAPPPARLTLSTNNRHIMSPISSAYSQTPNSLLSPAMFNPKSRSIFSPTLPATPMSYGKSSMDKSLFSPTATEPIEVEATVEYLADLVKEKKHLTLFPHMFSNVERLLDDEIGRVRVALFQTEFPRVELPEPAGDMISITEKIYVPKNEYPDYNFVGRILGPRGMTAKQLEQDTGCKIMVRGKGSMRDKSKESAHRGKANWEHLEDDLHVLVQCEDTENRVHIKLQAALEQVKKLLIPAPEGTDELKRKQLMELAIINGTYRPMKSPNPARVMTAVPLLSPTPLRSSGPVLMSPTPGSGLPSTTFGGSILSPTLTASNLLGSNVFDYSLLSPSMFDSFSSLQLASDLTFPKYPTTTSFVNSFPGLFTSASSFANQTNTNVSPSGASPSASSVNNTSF
MEX-5 binding – C. elegans MEX-5 TCR-2 RNA binding activity. Q9XUB2. MEX-5/FITC-TCR2 RNA binding, fluorescence polarization; hits give low values. activity score (negative = inhibition of binding), % at 10 µM. hit rate 0.38% among 300,000. AID 1832;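 active = inhibition past about -25% in most replicates, and total fluorescence under double the plate's negative control median, limit read from the data; inconclusive = replicates evenly split on the limit, or fluorescence at least double controls; inactive = too little inhibition in most replicates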;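 also: 0% = DMSO and -100% = 5 µM competing unlabeled TCR2 RNA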
Target sequence (Q9XUB2 whole entry, looked up): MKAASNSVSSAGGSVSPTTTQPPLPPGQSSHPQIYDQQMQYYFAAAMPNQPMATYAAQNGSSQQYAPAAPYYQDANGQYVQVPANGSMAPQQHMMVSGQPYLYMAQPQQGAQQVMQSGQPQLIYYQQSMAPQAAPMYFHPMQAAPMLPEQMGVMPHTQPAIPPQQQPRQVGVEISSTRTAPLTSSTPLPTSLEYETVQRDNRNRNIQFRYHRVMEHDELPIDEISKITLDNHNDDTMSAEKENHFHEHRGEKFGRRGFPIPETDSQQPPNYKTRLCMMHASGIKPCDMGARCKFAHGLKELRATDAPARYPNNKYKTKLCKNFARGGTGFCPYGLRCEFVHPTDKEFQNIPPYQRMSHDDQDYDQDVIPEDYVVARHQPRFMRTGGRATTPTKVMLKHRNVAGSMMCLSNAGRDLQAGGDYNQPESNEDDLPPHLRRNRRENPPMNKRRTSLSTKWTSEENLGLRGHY
Bcl-xL primary – blocks human Bcl-xL binding to Bim BH3 peptide | GST-Bcl-xL / FITC-Bim BH3 peptide fluorescence polarization | inhibition, % at 10.9 µM | hit rate 0.7% among 320,000 | AID 2129;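 active = inhibition above the mean of all tested compounds plus 3 SD, cutoff set per campaign, cut at about 30% in these data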;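 also: 0% = DMSO wells and 100% = unlabeled Bim-BH3 peptide competitor; inhibitors lower millipolarization by displacing the labeled peptide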
MCL1-BIM inh – inhibitors of human MCL1 binding to BIM-BH3 peptide. Q07820. GST-MCL1 / FITC-Bim-BH3 fluorescence polarization. inhibition, % at 10.9 µM. hit rate 0.68% among 320,000;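 active = inhibition above the mean inhibition of all tested compounds plus 3 SD, set per campaign, cut at about 40% in these data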;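 also: 0% = DMSO wells and 100% = unlabeled Bim-BH3 peptide control; higher means more loss of mP so more displacement of Bim peptide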
Fam108B inh – blocks mouse Fam108B hydrolase in RBBP9 counter-screen. recombinant Fam108B, FP-Rh probe fluorescence polarization. inhibition, % at 9.51 µM. hit rate 0.33% among 300,000;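 active = inhibition above the screen mean inhibition plus 3 SD, computed separately per campaign, cut at about 18% in these data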;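 also: inhibitors lower polarization as less probe binds the enzyme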
AGP1 TOR yeast – yeast TOR pathway AGP1-GFP modulation; GFP response vs DMSO, % at 10 µM; S. cerevisiae AGP1-GFP multiplex flow cytometry, 3 h; GFP as percent of DMSO wells; hit rate 0.02% among 320,000;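 active = GFP response relative to DMSO above a set limit, near screen average plus 3 SD, cut at about 150% in these data; inconclusive = fewer than 70 cells counted for the yeast strain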;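 also: median GFP channel fluorescence of the gated AGP1 strain per well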
GRK2 inh – blocks RNA aptamer binding to human GRK2. P25098. bead flow cytometry, FAM-aptamer displacement from GRK2. inhibition of aptamer binding, % at 10 µM. hit rate 0.59% among 330,000. AID 488847;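 active = inhibition of aptamer binding above 40%, roughly 3 SD of noise, on plates passing a quality check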;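 also: median bead fluorescence of bound FAM aptamer so fluorescent compounds give negative values; no value below 0 was filed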
VLA-4 inh – inhibition in a human VLA-4 binding assay. P13612. VLA-4 expressing cells, ligand binding flow cytometry. inhibition, % (about 7 µM as worked out from the volumes in the protocol). hit rate 0.2% among 330,000; in the data active = inhibition above about 50%
* = called active by the depositor; ? = inconclusive; nt = no result given.

SMILES | CIT2 TOR yeast | GLD-1 TGE inh | MEX-5 binding | Bcl-xL primary | MCL1-BIM inh | Fam108B inh | AGP1 TOR yeast | GRK2 inh | VLA-4 inh
O=S(=O)(c1ccccc1F)N1CCN(Cc2cc3c(cc2O)OCO3)CC1 | 104 | -2 | nt | 7 | 6 | nt | 103 | 1 | 9
C=CCc1cccc(/C=N/NC(=O)CCCNc2ccc(C)cc2)c1O | 81 | 2 | -2.9 | 2 | 12 | 0 | 86 | 0 | 12
COc1ccc(OC)c(NC(=O)CC2SC(=N)N(c3ccccc3)C2=O)c1 (centres undefined) | 98 | 4 | -0.4 | 2 | 2 | -8 | 102 | 0 | 13
O=C(OC1CCOC1=O)c1ccc(Cl)c(S(=O)(=O)N2CCCCC2)c1 (centres undefined) | 97 | 1 | -6.6 | -2 | 1 | -2 | 100 | 3 | -3
CC(OC(=O)Cn1cnc2ccccc2c1=O)C(=O)N(C)c1ccccc1 (centres undefined) | 98 | 2 | 0.2 | 1 | 4 | -1 | 109 | 1 | 12
NC/C(=N\O)c1ccc(Cl)cc1Cl | 97 | 4 | -1.9 | 7 | 7 | -2 | 116 | 0 | 5
Cn1c(=O)cc(OCCCC(=O)NCc2ccc(F)cc2Cl)c2ccccc21 | 108 | 0 | 0.4 | 8 | 16 | -2 | 110 | 2 | 8
O=C(Nc1ccccc1SCC1CSc2nc3ccccc3c(=O)n21)c1cccc(Cl)c1 (centres undefined) | 113 | 0 | 1.1 | 2 | 5 | -1 | 105 | 0 | 10
CCn1c(SCC(=O)N2CCN(S(=O)(=O)c3ccccc3)CC2)nnc1-c1cccs1 | 95 | -5 | -1.2 | -6 | -8 | 2 | 90 | 2 | 8
Cc1cc(C)n(-c2ccc(S(=O)(=O)N3CCCC3)cc2[N+](=O)[O-])n1 | 101 | 2 | 1.0 | 5 | 6 | 2 | 103 | 2 | 5
CC(C)n1ncc2c(C(=O)Nc3cccc(S(=O)(=O)N(C)C)c3)cc(C3CC3)nc21 | 95 | 1 | nt | 7 | 4 | nt | 98 | 2 | 0
Fc1ccc(CO/N=C2\CCCc3nonc32)cc1 | 86 | -2 | 2.6 | -6 | -2 | -3 | 93 | 0 | -1
COc1ccc(CN(C)CC(=O)NCC(=O)Nc2c(C)cccc2C)cc1 | 91 | 3 | nt | -6 | -6 | nt | 91 | 0 | 1
COc1ccc(NC(=O)N2CCCC(CCC(=O)N(C)CCc3ccccn3)C2)cc1 (centres undefined) | 94 | -2 | -0.4 | 1 | 2 | -4 | 97 | 0 | 6
Cc1nc2ncnn2c(C)c1Cc1ccccc1Cl | 98 | 1 | 2.5 | 0 | -5 | 1 | 101 | 0 | 16
O=C(Nc1c(-c2ccccc2)nc2ccccn12)c1cccc(F)c1 | 101 | -5 | 1.7 | 3 | 5 | -4 | 100 | 0 | 2
CCCN1CCc2c(sc(NC(=O)c3ccc(S(=O)(=O)N(C)c4ccccc4)cc3)c2C(=O)NC)C1 | 88 | -104 | -5.4 | -84 | -120 | -3 | 97 | 0 | -23
O=C(COC(=O)/C=C/c1ccc(C(F)(F)F)cc1)NC1CCS(=O)(=O)C1 (centres undefined) | 98 | -8 | 0.7 | -7 | -11 | 9 | 89 | 2 | -9
Cc1cccc(C(=O)OCC(=O)Nc2ccc(F)cc2)c1 | 96 | 7 | -2.6 | 3 | -4 | -2 | 94 | 0 | 7
CC1(CCC(=O)N2CCCC(Nc3ccc(F)cc3)C2)CC1 (centres undefined) | 99 | 1 | -0.3 | -5 | 3 | 1 | 98 | 0 | -14
CCN(CC)S(=O)(=O)c1ccc(O)c(C(=O)OCC(=O)NC2CCCC2)c1 | 111 | 3 | -2.4 | 1 | 0 | -5 | 116 | 33 | -4
CCCCC1(C)OC(=O)C(=Cc2ccc(N(CC)CC)cc2)C(=O)O1 (centres undefined) | 87 | -5 | ? | -13 | -22 | -16 | 94 | 1 | 5
Cc1ccc(-n2c(SCc3ccc(C#N)cc3)nnc2-c2ccccn2)cc1 | 100 | -5 | 0.1 | -2 | 0 | 2 | 97 | 0 | 3
COc1ccc2cc(CCNC(=O)c3ccc(S(=O)(=O)N4CCCC4)cc3)c(=O)[nH]c2c1 | 98 | 5 | -0.6 | 6 | 2 | 3 | 99 | 0 | 3
Cc1ncc(CO)c(CNc2ccc(Oc3ccccc3)cc2)c1O | 99 | nt | 0.2 | nt | nt | nt | 97 | 0 | 2
Cc1nn(-c2nnc(C)c(=O)[nH]2)c(C)c1SCC(=O)Nc1ccc(F)cc1 | 93 | -1 | -2.6 | 4 | 10 | 0 | 97 | 11 | 1
CCCCN(CC)C(=O)Cc1ccc(Br)cc1 | nt | 6 | 1.1 | 3 | 6 | -1 | nt | 0 | 17
COCCNc1nc(N)c([N+](=O)[O-])c(NCC2CCCO2)n1 (centres undefined) | 99 | 7 | 1.3 | 1 | 2 | 1 | 98 | 2 | 1
CC(=O)c1cccc(NC(=O)NC2CCCCC2)c1 | 100 | 3 | -1.4 | 5 | 2 | 4 | 99 | 3 | -4
CCN(CC(=O)Nc1c(F)cccc1F)C(=O)C1CCN(S(=O)(=O)c2ccc(F)cc2)CC1 | 101 | 2 | 3.3 | 1 | 2 | 1 | 114 | 0 | -16
CC(C)(C)NC(=O)CCN(/N=C/c1ccccc1)C1=NS(=O)(=O)c2ccccc21 | 104 | 4 | 3.8 | 8 | 3 | -4 | 107 | 0 | 8
CCCCN1CC(C(=O)NCc2ccc(C)cc2)CC1=O (centres undefined) | 106 | 8 | -0.2 | -3 | 0 | 2 | 109 | 4 | 6
CSCC[C@H](NC(=O)OC(C)(C)C)c1nnc(SCC(=O)N(C)C)o1 | 106 | -3 | -0.6 | 1 | -6 | 1 | 103 | 1 | 5
COC(=O)CN(c1ccc(C)cc1)S(=O)(=O)c1ccc(F)cc1 | 93 | 3 | 0.8 | 3 | 5 | -2 | 100 | 1 | -1
CCN(C(=O)C(C)OC(=O)CCCNC(=O)c1ccc(Cl)cc1)c1ccccc1 (centres undefined) | 104 | 0 | 2.9 | -3 | -5 | 6 | 103 | 0 | 2
Cc1ccsc1CN(C(=O)c1ccccc1)C1CCS(=O)(=O)C1 (centres undefined) | 103 | -3 | -0.1 | 7 | -4 | -3 | 98 | 0 | 4
O=C(O)C1=C[C@H](c2ccc(Br)cc2)C[C@H](OCCCCO)O1 | 99 | -5 | -2.7 | 2 | 0 | 1 | 99 | 0 | 21
CCOC(=O)C1CCN(C(=O)CN2C(=O)NC3(CCCCC3)C2=O)CC1 | 102 | 8 | nt | -1 | 2 | nt | 96 | 3 | -2
O=C(CNS(=O)(=O)c1ccc(Br)s1)NCCc1ccc(Cl)cc1 | 102 | -6 | 1.8 | -3 | -2 | -3 | 100 | 0 | 3
O=C(O)C1C2CCC(O2)C1C(=O)Nc1ccc(F)c(Cl)c1 (centres undefined) | 100 | 9 | -0.3 | 0 | 6 | 5 | 101 | 1 | 6
Cc1cc(C(=O)Nc2ccc(N3CCCC3)c(Cl)c2)ccc1[N+](=O)[O-] | 92 | 10 | -1.0 | 4 | 4 | 1 | 96 | 2 | -1
COc1ccccc1-n1cc(-c2ccccc2)[nH]c1=S | 100 | 2 | 0.0 | 4 | -9 | 2 | 97 | 3 | 16
CN(C)S(=O)(=O)c1ccc(C(=O)NCC(=O)N/N=C/c2ccco2)cc1 | 107 | 0 | -2.9 | 3 | -7 | 1 | 106 | 0 | 41
COc1cccc(C(=O)OCC(=O)c2ccc(Br)s2)c1 | 94 | 3 | -0.4 | -1 | 9 | 3 | 99 | 2 | -8
O=C(N/N=C/c1ccc(N2CCOCC2)cc1)c1ccc(O)cc1 | 76 | -12 | -1.7 | -7 | -6 | 5 | 98 | 4 | -3
CCOC(=O)CN1C(=O)C(O)(C2CCc3ccccc3C2=O)c2ccccc21 (centres undefined) | 100 | 0 | 0.5 | 1 | 6 | -7 | 98 | 4 | 0
CCOC(=O)CC(=O)CSc1nc(-c2ccccc2)cc(-c2ccc(Cl)cc2)c1C#N | 100 | 3 | -0.1 | -9 | -15 | 5 | 101 | 0 | nt
Cc1nc(NC(=O)COC(=O)C2CC3CCCC(C2)C3=O)c(Cl)cc1Cl (centres undefined) | 103 | 0 | nt | nt | nt | nt | 98 | 0 | 3
CC(C)CNC(=O)NC1(C(F)(F)F)Oc2ccccc2O1 | 107 | -6 | -1.9 | 12 | 9 | 2 | 108 | 0 | -7
COc1ccccc1N1CCN(S(=O)(=O)c2c[nH]c(=O)[nH]c2=O)CC1 | 116 | 9 | 0.0 | 5 | 1 | 7 | 111 | 1 | 3
CN(CC1CCCN(CCc2ccc(F)cc2)C1)C(=O)CCC(N)=O (centres undefined) | 112 | 4 | 1.1 | 1 | 1 | 0 | 100 | 0 | -5
O=C(NCc1cccnc1)c1ccc2c(c1)C(=O)N(Cc1ccccc1)C2=O | 113 | 4 | 2.6 | 0 | -1 | 0 | 111 | 0 | 6
CC(C)(C)c1ccc(NC(=O)C2CCCN(c3cnccn3)C2)cc1 (centres undefined) | 122 | 2 | 1.2 | 5 | -4 | -2 | 112 | 0 | -13
CCN(CC)c1ccc(/C=N/NS(=O)(=O)c2ccc(CNC(C)=O)cc2)cc1 | 104 | 4 | 1.6 | 8 | 11 | 3 | 102 | 0 | 1
O=C(CSc1nnnn1-c1ccccc1)Nc1ccc(N2CCOCC2)c(Cl)c1 | 100 | 8 | 1.1 | -4 | -15 | -1 | 102 | 5 | 15
CCOc1ccc(C(=O)CCCC(=O)c2ccc(OCC)cc2)cc1 | 103 | 0 | 2.9 | 3 | 7 | -1 | 95 | 0 | 10
O=c1c(OC2OC(CO)C(O)C(O)C2O)c(-c2ccc(O)c(O)c2)oc2cc(O)cc(O)c12 (centres undefined) | nt | -2 | -13 | 9 | 23 | -3 | nt | nt | nt
O=C1CC(C(=O)N2CCCc3ccccc32)CN1c1ccc(Cl)cc1 (centres undefined) | 99 | -10 | -5.0 | -5 | -9 | -3 | 91 | 1 | 3
CC(C)(C)c1cc(OC(=O)c2ccccc2F)ccc1O | 91 | 0 | 0.6 | 7 | 4 | 0 | 100 | 2 | 11
COc1ccc(N(CC(=O)Nc2c(C)n(C)n(-c3ccccc3)c2=O)S(=O)(=O)c2ccc(F)cc2)cc1 | 96 | 8 | 0.9 | 1 | 2 | -2 | 101 | 1 | 31

Carrying on.
SMILES | CIT2 TOR yeast | GLD-1 TGE inh | MEX-5 binding | Bcl-xL primary | MCL1-BIM inh | Fam108B inh | AGP1 TOR yeast | GRK2 inh | VLA-4 inh
CCOC(=O)c1cnc2c(cnn2C)c1NCCCN(C)C | 128 | 1 | -0.5 | 2 | 4 | 9 | 96 | 4 | -14
CC1CN(c2ncnc3c2oc2ccccc23)CC(C)O1 (centres undefined) | 112 | 1 | 3.1 | 6 | 14 | 3 | 95 | 0 | 15
O=C(O)c1cccc(Nc2nc(Nc3ccccc3)nc(N3CCCC3)n2)c1 | 108 | 5 | -5.1 | 6 | 16 | 0 | 108 | 1 | 4
COc1ccc(CC(NC(C)=O)C(=O)NC2CCN(c3nnnn3-c3ccccc3)CC2)cc1 (centres undefined) | ? | 2 | 0.4 | 2 | 1 | -1 | ? | 0 | -4

One compound at a time, as listed above. Values in the order: CIT2 TOR yeast	GLD-1 TGE inh	MEX-5 binding	Bcl-xL primary	MCL1-BIM inh	Fam108B inh	AGP1 TOR yeast	GRK2 inh	VLA-4 inh
Shown for COc1ccc(CC(NC(C)=O)C(=O)NC2CCN(c3nnnn3-c3ccccc3)CC2)cc1 (centres undefined) = ?	2	0.4	2	1	-1	?	0	-4
Shown for CC1CN(c2ncnc3c2oc2ccccc23)CC(C)O1 (centres undefined) = 112	1	3.1	6	14	3	95	0	15
